Tau fluor cs: counter-screen for tau fibril formation inhibitors | tau K18 P301L Alexa594 fluorescence, heparin fibrillization | Potency, µM (top dose mostly 57.7 µM), inactives show at the highest dose activity change, negative = decrease | actives 0.93% (n = 280,000) | AID 1463; note: nearly all actives have a fitted effect of over 55% in size
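Human K18 P301L tau (15 uM unlabeled plus 0.24 uM Alexa 594-labeled, final) in 100 mM sodium acetate pH 7 was mixed with compound and 20 uM heparin and incubated 6 hr at 37 C.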
Tau FP inhib: blocks human tau fibril formation measured by polarization. actives 0.39% (n = 280,000). AID 1468. K18 P301L tau heparin fibrillization, Alexa594 FP, 6 h. Potency, µM (doses to about 57.7 µM), for the others: at the highest dose activity, negative = inhibition, actives largely listed as inhibitors; note: nearly all actives have a fitted effect of over 55% in size
Target sequence (P10636 561-689 P618L limits assumed): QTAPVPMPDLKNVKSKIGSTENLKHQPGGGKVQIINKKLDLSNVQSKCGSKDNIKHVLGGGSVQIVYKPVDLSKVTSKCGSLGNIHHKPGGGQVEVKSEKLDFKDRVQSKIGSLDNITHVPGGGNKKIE
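K18 P301L tau (15 uM unlabeled/0.24 uM Alexa 594-labeled, final) + compound + heparin 20 uM final; 100 mM NaOAc pH 7; 6 hr 37 C; ThT 30 uM final added, 1 hr RT; FP ex 555/em 632 nm.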
Tau fibril ThT: inhibitors of human tau fibril formation, thioflavin T binding; Potency, µM (titrated, usually from 57.4 µM), without a hit: top-dose activity, negative = inhibition, usual class: inhibitors; actives 2.1% (n = 270,000); AID 1460; recombinant tau K18 P301L (four-repeat tau fragment), heparin-induced fibrillization, ThT fluorescence; note: nearly all actives have a fitted effect of over 55% in size
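Tau K18 P301L fragment (15 uM unlabeled plus 0.24 uM Alexa 594-labeled) in 100 mM sodium acetate pH 7 with compound, fibrillization induced by 20 uM heparin for 6 hr at 37 C. Thioflavin T (30 uM) added, fluorescence read after 1 hr (ex 450, em 510 nm).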
An asterisk follows results filed as active. Calls come from the whole dose curve; as a rule, active = well fitted curve in the direction sought with a large enough effect; inconclusive = small, poorly fitted or top-dose-only effect, or another doubt; inactive = no such curve, though single readings can be large; an effect the other way counts as inactive or inconclusive. % is set by controls: 0 for no effect and ±100 for the full control effect; potency is the fitted concentration of half-maximal effect. This is a subset; the hit share may differ from the screen's.

Results for O=C(Cn1c(=O)c2cccn2c2ccccc21)NCc1ccccc1F ?
Tau fluor cs: inconclusive; Tau FP inhib: -2%; Tau fibril ThT: inconclusive

Results for CCc1ccc(S(=O)(=O)c2nnn3c2nc(NCc2cccs2)c2sccc23)cc1 ?
Tau fluor cs: -14%; Tau FP inhib: inconclusive; Tau fibril ThT: inconclusive

How did COc1ccc(N2CC(NC(=O)c3ccc4c(c3)OCO4)CC2=O)cc1 (stereo not drawn) do in these assays?
Tau fluor cs: -2%; Tau FP inhib: -1%; Tau fibril ThT: -2%

How did CC(C)Cc1nn2c(=O)cc(COC(=O)c3ccccc3NC(=O)c3ccccc3)nc2s1 do in these assays?
Tau fluor cs: 4%; Tau FP inhib: 12%; Tau fibril ThT: -3%

Results for Cc1ccc(N(C)C(=O)C2CCN(S(=O)(=O)c3ccc4c(c3)CCCN4C(=O)C3CCC3)CC2)cc1 ?
Tau fluor cs: 0%; Tau FP inhib: 4%; Tau fibril ThT: -7%

Results for Cc1ccc(Cl)cc1NC(=O)c1cc(S(=O)(=O)N2CCOCC2)cn1C ?
Tau fluor cs: -1%; Tau FP inhib: -4%; Tau fibril ThT: -2%

How did O=C(NC1CCCC1)c1ccc2c(c1)N(Cc1ccccc1)C(=O)c1ccccc1S2 do in these assays?
Tau fluor cs: -2%; Tau FP inhib: -3%; Tau fibril ThT: 4%

What do the screens show for `COc1cc(CN(C(=O)COc2ccc(C)c(C)c2)c2ccccn2)cc(OC)c1OC`?
Tau fluor cs: 2%; Tau FP inhib: 9%; Tau fibril ThT: 1%

What do the screens show for `COC(=O)c1cc(NC(=O)c2cnc(SC)nc2-c2ccccc2)cc(C(=O)OC)c1`?
Tau fluor cs: -20%; Tau FP inhib: -8%; Tau fibril ThT: -3%

Results for CCc1cnc2c(c1SCC(=O)Nc1ccc(C)cc1C)c(=O)n(C)c(=O)n2C ?
Tau fluor cs: 4%; Tau FP inhib: -4%; Tau fibril ThT: -2%

How did CCOc1ccc(NC(=O)c2nn(C)c3c2CS(=O)(=O)c2ccccc2-3)cc1 do in these assays?
Tau fluor cs: -9%; Tau FP inhib: -6%; Tau fibril ThT: -3%

What do the screens show for `COc1cc(NC(=O)CSc2nc3ncccc3o2)cc(OC)c1`?
Tau fluor cs: 0%; Tau FP inhib: -7%; Tau fibril ThT: 3%

Sorted by SMILES length (falling): part of the list above
How did CC(C)Cc1nn2c(=O)cc(COC(=O)c3ccccc3NC(=O)c3ccccc3)nc2s1 do in these assays?
Tau fluor cs: 4%; Tau FP inhib: 12%; Tau fibril ThT: -3%

What do the screens show for `COC(=O)c1cc(NC(=O)c2cnc(SC)nc2-c2ccccc2)cc(C(=O)OC)c1`?
Tau fluor cs: -20%; Tau FP inhib: -8%; Tau fibril ThT: -3%

Results for CCc1cnc2c(c1SCC(=O)Nc1ccc(C)cc1C)c(=O)n(C)c(=O)n2C ?
Tau fluor cs: 4%; Tau FP inhib: -4%; Tau fibril ThT: -2%

How did COc1ccc(N2CC(NC(=O)c3ccc4c(c3)OCO4)CC2=O)cc1 (stereo not drawn) do in these assays?
Tau fluor cs: -2%; Tau FP inhib: -1%; Tau fibril ThT: -2%

Results for O=C(Cn1c(=O)c2cccn2c2ccccc21)NCc1ccccc1F ?
Tau fluor cs: inconclusive; Tau FP inhib: -2%; Tau fibril ThT: inconclusive

Two entries drawn at random from the list so far:
What do the screens show for `COc1cc(CN(C(=O)COc2ccc(C)c(C)c2)c2ccccn2)cc(OC)c1OC`?
Tau fluor cs: 2%; Tau FP inhib: 9%; Tau fibril ThT: 1%

How did CC(C)Cc1nn2c(=O)cc(COC(=O)c3ccccc3NC(=O)c3ccccc3)nc2s1 do in these assays?
Tau fluor cs: 4%; Tau FP inhib: 12%; Tau fibril ThT: -3%

Next section.
Results for CSc1ccc(CCNC(=O)c2ccc(-n3c(C)cc4c3CCC(C)C4)cc2)cc1 (stereo not drawn) ?
Tau fluor cs: -6%; Tau FP inhib: -12%; Tau fibril ThT: -15%

Results for CCc1ccc(N2C(=O)CN(S(=O)(=O)CC)CC2(C)C(=O)NC2CCCCC2)cc1 (stereo not drawn) ?
Tau fluor cs: 1%; Tau FP inhib: -3%; Tau fibril ThT: 1%

How did Cc1ccccc1NS(=O)(=O)c1nnc(NC(=O)c2ccc(Cl)cc2)s1 do in these assays?
Tau fluor cs: inconclusive; Tau FP inhib: -4%; Tau fibril ThT: inconclusive

What do the screens show for `Nc1ncc(S(=O)(=O)NCc2cccc(Cl)c2)cn1`?
Tau fluor cs: -14%; Tau FP inhib: -1%; Tau fibril ThT: -10%

What do the screens show for `COc1ccc(Nc2ncc3c(n2)CCN(Cc2sccc2C)C3)c(OC)c1`?
Tau fluor cs: -28%; Tau FP inhib: inconclusive; Tau fibril ThT: inconclusive

How did O=C(c1ccc2c(c1)N(Cc1cccc(Cl)c1)C(=O)c1ccccc1S2(=O)=O)N1CCC(Cc2ccccc2)CC1 do in these assays?
Tau fluor cs: -11%; Tau FP inhib: -13%; Tau fibril ThT: -12%

What do the screens show for `Cc1nc(N2CCCC2)ncc1C(=O)N1CCN(c2ccccc2F)CC1`?
Tau fluor cs: -6%; Tau FP inhib: -5%; Tau fibril ThT: -7%

What do the screens show for `CCC1Oc2ccccc2N(CC(=O)NCc2cc(OC)ccc2OC)C1=O` (stereo not drawn)?
Tau fluor cs: -22%; Tau FP inhib: -5%; Tau fibril ThT: -10%

How did Cc1cc(C)c(C#N)c(SCC(=O)Nc2ccccc2C#N)n1 do in these assays?
Tau fluor cs: 1%; Tau FP inhib: -1%; Tau fibril ThT: 0%

Results for CC(=O)c1ccc(NC(=O)Cn2c(=O)nc(-c3ccccc3)c3ccccc32)cc1 ?
Tau fluor cs: -11%; Tau FP inhib: -9%; Tau fibril ThT: 3%

What do the screens show for `Cc1ccc2c(Sc3ccc(Cl)cc3)c(C(=O)NCCC(C)C)[nH]c2c1`?
Tau fluor cs: inconclusive; Tau FP inhib: 9%; Tau fibril ThT: inconclusive

What do the screens show for `COc1ccc(NC(=O)CSc2nnc(-c3cccs3)o2)cc1`?
Tau fluor cs: -11%; Tau FP inhib: -8%; Tau fibril ThT: -7%

How did COc1ccc(N2CCN(S(=O)(=O)c3ccc4c(c3)C(C(C)C)C(=O)N4)CC2)cc1 (stereo not drawn) do in these assays?
Tau fluor cs: inconclusive; Tau FP inhib: 9%; Tau fibril ThT: -14%

How did CC(=O)Nc1ccc(NC(=O)c2ccc3c(c2)N(Cc2cccc(Cl)c2)C(=O)c2ccccc2S3=O)cc1 (stereo not drawn) do in these assays?
Tau fluor cs: inconclusive; Tau FP inhib: inconclusive; Tau fibril ThT: -10%

Results for Cc1noc2ncnc(N3CCCC(C(=O)Nc4cccc(C(F)(F)F)c4)C3)c12 (stereo not drawn) ?
Tau fluor cs: -17%; Tau FP inhib: -13%; Tau fibril ThT: 3%

How did CCOc1ccc(OCC)c(NS(=O)(=O)c2ccc3[nH]c(=O)ccc3c2)c1 do in these assays?
Tau fluor cs: -26%; Tau FP inhib: -5%; Tau fibril ThT: -7%

How did CC(C)CC1N=C2c3ccccc3N=C(SCC(=O)NCCc3ccc(Cl)cc3)N2C1=O (stereo not drawn) do in these assays?
Tau fluor cs: -13%; Tau FP inhib: -3%; Tau fibril ThT: -4%

How did Cc1ccc(CCNc2ncnc3onc(-c4ccc(F)cc4)c23)cc1 do in these assays?
Tau fluor cs: -13%; Tau FP inhib: -13%; Tau fibril ThT: -4%

How did O=c1c(N2CCc3ccccc3C2)csc2ccccc12 do in these assays?
Tau fluor cs: -21%; Tau FP inhib: 0%; Tau fibril ThT: 14µM*

What do the screens show for `CC(=O)Nc1cc(C(=O)NCc2ccc(F)cc2)ccc1Sc1ccc(C)cc1`?
Tau fluor cs: -24%; Tau FP inhib: -12%; Tau fibril ThT: -2%

How did Cc1ccc(C(=O)OCc2cc(=O)n3nc(-c4cccs4)sc3n2)cc1 do in these assays?
Tau fluor cs: 11%; Tau FP inhib: 5%; Tau fibril ThT: inconclusive

What do the screens show for `O=C(Nc1cccc(C(=O)N2CCN(c3ccc(Cl)cc3)CC2)c1)c1nsc2ccccc12`?
Tau fluor cs: -13%; Tau FP inhib: -2%; Tau fibril ThT: -11%

Results for Cc1cc(C)cc(N2CC(c3nc(-c4cccc(Cl)c4)no3)CC2=O)c1 (stereo not drawn) ?
Tau fluor cs: -10%; Tau FP inhib: 9%; Tau fibril ThT: -9%

Results for CCc1ccc(CNC(=O)c2cnc(N3CCCCC3)c3ccccc23)cc1 ?
Tau fluor cs: -16%; Tau FP inhib: 1%; Tau fibril ThT: -18%

What do the screens show for `CCOc1ccc(NC(=O)c2cnc3sc(N4CCOCC4)nn3c2=O)cc1`?
Tau fluor cs: 1%; Tau FP inhib: 6%; Tau fibril ThT: -4%

What do the screens show for `Cc1ccc(OCC(=O)N(Cc2nc(-c3ccccc3)no2)C(C)C)cc1C`?
Tau fluor cs: -20%; Tau FP inhib: -3%; Tau fibril ThT: -15%

Results for Cc1cc(-n2c(SCc3ccccc3F)nc3[nH]ncc3c2=O)ccc1Cl ?
Tau fluor cs: -26%; Tau FP inhib: -13%; Tau fibril ThT: 1%

What do the screens show for `COc1ccc(C(=O)Nc2nnc(S(=O)(=O)N3CCN(c4ccc(C)cc4)CC3)s2)cc1`?
Tau fluor cs: -6%; Tau FP inhib: 4%; Tau fibril ThT: inconclusive

Results for CCOc1ccccc1NC(=O)C1=C(C)Nc2ncnn2C1c1ccccn1 (stereo not drawn) ?
Tau fluor cs: -7%; Tau FP inhib: -12%; Tau fibril ThT: 2%

What do the screens show for `COc1cccc2cc(-c3nc(Nc4cccc(C)c4)sc3C)c(=O)oc12`?
Tau fluor cs: -26%; Tau FP inhib: -5%; Tau fibril ThT: inconclusive

Results for CC(=O)c1ccc(N2CCN(c3ncnc4c3c(-c3ccccc3)cn4-c3ccc(C)c(Cl)c3)CC2)cc1 ?
Tau fluor cs: 2%; Tau FP inhib: -4%; Tau fibril ThT: -7%

What do the screens show for `Oc1c(C(c2ccccc2F)N2CCC3(CC2)OCCO3)sc2nc(-c3ccco3)nn12` (stereo not drawn)?
Tau fluor cs: -7%; Tau FP inhib: -10%; Tau fibril ThT: -8%

Results for CCOc1ccc(NC(=O)c2sc3nc4n(c(=O)c3c2C)CCC4)cc1 ?
Tau fluor cs: -23%; Tau FP inhib: -2%; Tau fibril ThT: inconclusive

What do the screens show for `CCOc1ccc(CNC(=O)Cc2ccc(NC(=O)N3CCSc4ncccc43)cc2)cc1`?
Tau fluor cs: -6%; Tau FP inhib: -2%; Tau fibril ThT: -4%

How did COc1ccc(C2N=C(N)Nc3nc4ccccc4n32)cc1 (stereo not drawn) do in these assays?
Tau fluor cs: -6%; Tau FP inhib: -9%; Tau fibril ThT: 1%

What do the screens show for `Cc1ccc(C(=O)N(Cc2ccco2)c2ccccn2)cc1`?
Tau fluor cs: -9%; Tau FP inhib: -1%; Tau fibril ThT: inconclusive

What do the screens show for `CCc1ccc(CNC(=O)C2CCCN(c3nnc(C)c4c(C)n(-c5ccccc5)nc34)C2)cc1` (stereo not drawn)?
Tau fluor cs: -21%; Tau FP inhib: -9%; Tau fibril ThT: inconclusive

How did CCOc1ccccc1NC(=O)CN(C)S(=O)(=O)c1ccc(C(=O)N2CCOCC2)s1 do in these assays?
Tau fluor cs: -1%; Tau FP inhib: 2%; Tau fibril ThT: 2%

What do the screens show for `COc1cccc(CNC(=O)CCn2c(=O)c3cccn3c3ccc(F)cc32)c1OC`?
Tau fluor cs: -28%; Tau FP inhib: -4%; Tau fibril ThT: inconclusive

What do the screens show for `Cc1cc(C)c(NC(=O)c2cc(S(=O)(=O)N3CCC4(CC3)OCCO4)ccc2F)c(C)c1`?
Tau fluor cs: -3%; Tau FP inhib: 0%; Tau fibril ThT: 0%

How did CCc1ccc(Nc2nc3ccccc3c3nnc(C)n23)cc1 do in these assays?
Tau fluor cs: -24%; Tau FP inhib: 3%; Tau fibril ThT: inconclusive

What do the screens show for `COc1ccc(NC(=O)C2=C(C)Nc3ncnn3C2c2ccc[nH]2)cc1` (stereo not drawn)?
Tau fluor cs: -11%; Tau FP inhib: 1%; Tau fibril ThT: -4%

What do the screens show for `COc1cc(C(CC(=O)NCc2ccccc2Cl)N2Cc3ccccc3C2=O)cc(OC)c1OC` (stereo not drawn)?
Tau fluor cs: -13%; Tau FP inhib: -6%; Tau fibril ThT: -6%

How did O=S(=O)(c1ccc2ccccc2c1)n1nc(-c2ccco2)nc1NCc1cccc(Cl)c1 do in these assays?
Tau fluor cs: -17%; Tau FP inhib: inconclusive; Tau fibril ThT: 6%

What do the screens show for `Cc1cc(NC(=O)N2CCC(CN3CCCCCC3)CC2)ccc1Br`?
Tau fluor cs: -6%; Tau FP inhib: -11%; Tau fibril ThT: inconclusive

Screening results (PubChem)
